# From PubChem
# GPR7 antag: antagonists of human GPR7 (neuropeptides B/W receptor 1); P48145; GPR7-expressing cells, fluorescence antagonist assay; inhibition, % at 4.4 µM; 290,000 tested, 1.1% active; AID 1861; in the data active = inhibition above about 16%, passing the limit was not always enough;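 also: cells stimulated with the agonist NPW; 0% = agonist with vehicle and 100% = vehicle without agonist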
# Target sequence (P48145 whole entry, looked up): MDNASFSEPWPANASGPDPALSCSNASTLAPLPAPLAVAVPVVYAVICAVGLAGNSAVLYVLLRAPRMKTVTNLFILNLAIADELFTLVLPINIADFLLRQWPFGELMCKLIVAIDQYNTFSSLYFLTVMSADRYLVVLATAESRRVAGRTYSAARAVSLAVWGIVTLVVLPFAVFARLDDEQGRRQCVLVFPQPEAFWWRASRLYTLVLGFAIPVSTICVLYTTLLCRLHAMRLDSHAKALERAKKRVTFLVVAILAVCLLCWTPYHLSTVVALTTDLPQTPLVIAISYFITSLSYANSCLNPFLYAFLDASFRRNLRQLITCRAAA
# GalR3 antagonist: human GalR3 antagonism; O60755; HEK293 GalR3-CNG cAMP membrane potential fluorescence; galR3 body fused to GalR1 C-terminus; inhibition, % at 3 µM; 360,000 tested, 0.44% active;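 active = inhibition above the screen-wide average plus 3 SD, cut at about 13% in these data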;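 also: forskolin and galanin both at EC90 stimulate the cells; cAMP rise reported by CNG channel membrane potential dye signal; 0% = forskolin plus galanin with DMSO and 100% = forskolin alone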
# Target sequence (O60755 1-299 limits assumed): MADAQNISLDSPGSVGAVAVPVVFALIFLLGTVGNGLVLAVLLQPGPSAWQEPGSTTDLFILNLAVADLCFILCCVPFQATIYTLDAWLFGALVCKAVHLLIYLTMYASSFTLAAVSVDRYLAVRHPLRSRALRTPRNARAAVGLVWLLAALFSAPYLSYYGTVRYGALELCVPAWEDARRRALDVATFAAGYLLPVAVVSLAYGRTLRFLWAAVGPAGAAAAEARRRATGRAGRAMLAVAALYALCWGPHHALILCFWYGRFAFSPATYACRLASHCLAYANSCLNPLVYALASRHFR
# V1aR counter: counter-screen for oxytocin receptor agonists: human V1a receptor agonists; P37288; CHO-V1R cells, Fluo-8 calcium fluorescence, agonist mode; 0% DMSO, 100% 3 nM vasopressin; activation, % at 3 µM; 320,000 tested, 0.25% active; AID 2797;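 active = activation above the mean activation of all tested compounds plus 3 SD, per screening run, cut at about 20% in these data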;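 also: signal is peak over basal fluorescence ratio across a 100 second FLIPR read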
# Target sequence (P37288 whole entry, looked up): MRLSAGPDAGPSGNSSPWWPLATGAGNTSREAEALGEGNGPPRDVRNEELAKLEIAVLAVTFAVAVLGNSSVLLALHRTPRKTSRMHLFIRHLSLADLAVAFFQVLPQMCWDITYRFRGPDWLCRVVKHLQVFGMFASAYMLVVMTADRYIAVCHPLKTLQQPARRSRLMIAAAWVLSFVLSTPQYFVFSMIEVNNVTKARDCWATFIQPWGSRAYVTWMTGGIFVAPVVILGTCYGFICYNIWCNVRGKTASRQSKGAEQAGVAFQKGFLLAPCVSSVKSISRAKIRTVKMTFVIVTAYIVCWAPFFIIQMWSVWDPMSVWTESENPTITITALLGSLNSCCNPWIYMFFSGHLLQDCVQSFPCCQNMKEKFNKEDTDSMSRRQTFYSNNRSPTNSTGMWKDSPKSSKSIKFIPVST
# MEKK2 WT-MEK5: raises or lowers MEK5 binding to wildtype human MEKK2 PB1 domain. Q9Y2U5. bead flow cytometry, Alexa488-MEK5 binding to MEKK2 WT; actives lie on both sides. binding response (% of control), % at 10 µM. 290,000 tested, 1.1% active. AID 1531; in the data active = binding response below about 67% or above about 130%
# NALP1 inh: NALP1 inhibition; S. cerevisiae NALP1/ASC/caspase-1 growth, X-gal OD620, 72 h; AID 2071; 280,000 tested, 0.61% active; inhibition, % at 10 µM; in the data active = inhibition mostly above about 24%, no sharp cut-off; inactive = mostly below about 32%; also: some compounds called inactive have numbers as strong as hits
# PfM18AAP inh: blocks P. falciparum M18 aspartyl aminopeptidase; 290,000 tested, 1.2% active; AID 1822; recombinant PfM18AAP, H-Glu-NHMec fluorogenic cleavage; inhibition, % at 7.35 µM;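 active = inhibition above the campaign mean inhibition over all tested compounds plus 3 SD, cut at about 28% in these data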;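 also: 0% = plate median of test compound wells and 100% = 2 mM ZnCl2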
# OXTR potentiator: human OXTR potentiation; P30559; CHO-OTR cells, Fluo-8 calcium fluorescence, potentiator mode; 0% = oxytocin EC15, 100% = EC100; activation, % at 3 µM; 320,000 tested, 0.061% active; AID 2445;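 active = activation above that plate's cutoff, the mean activation of tested compounds plus 3 SD, cut at about 6.6% in these data, passing the limit was not always enough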;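 also: 100% uses oxytocin at 75 nM as the full agonist control; some results filed as inactive read as strong as hits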
#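 test system = CHO-OTR cells, human receptor | compound = single-point 3.0 µM | schedule = 6 min compound pre-incubation at room temperature, 100 s kinetic read | signal = Fluo-8 no-wash calcium dye fluorescence, excitation 470-495 nm, emission 515-575 nm | repeats = single well per compound, singlicate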
# OXTR agonist: agonists of human oxytocin receptor. P30559. CHO-OTR cells, Fluo-8 calcium fluorescence; normalized: DMSO 0%, oxytocin 100%. activation, % at 3 µM. 320,000 tested, 0.32% active. AID 2435;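 active = activation above the mean of all tested compounds plus 3 SD, cutoff set per screening run, cut at about 20% in these data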;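 also: peak over basal fluorescence ratio from a 100 s FLIPR kinetic read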
# MEKK2mut PB1 HTS: signal of MEK5 binding to mutant human MEKK2 PB1 domain. bead flow cytometry, Alexa488-MEK5 binding to MEKK2 mutant. percent response, % at 10 µM. 290,000 tested, 0.35% active; in the data active = percent response above about 24%, passing the limit was not always enough; also: inactives centre near 1; some results filed as inactive read as strong as hits; reference of the scale not given here
# An asterisk follows results filed as active; nt = no result given.
SMILES,GPR7 antag,GalR3 antagonist,V1aR counter,MEKK2 WT-MEK5,NALP1 inh,PfM18AAP inh,OXTR potentiator,OXTR agonist,MEKK2mut PB1 HTS
C/C(CC(C)(C)c1ccccc1)=N\NS(=O)(=O)c1ccccc1,-3.2,-1.4,0.1,92.0,8.5,-5.4,-11.3,0.3,-5.0
COc1ccc2[nH]c(=O)c(CN(C(=O)c3ccncc3)C(C)(C)C)cc2c1,-10.9,-8.0,-0.6,109.0,31.7,-5.1,-1.7,0.4,13.0
CCCC(c1nnnn1C1CCCC1)N1CCN(C(=O)c2ccco2)CC1 (stereo unspecified),-2.1,1.3,0.2,91.0,-7.3,6.2,-3.1,1.7,-9.0
CC(C)C1Oc2ccccc2N(CC(=O)N(Cc2ccccn2)C2CC2)C1=O (stereo unspecified),3.7,-1.9,0.4,107.0,1.5,5.3,4.8,-1.0,1.0
COc1ccccc1NC(=O)/C(C#N)=C/C=C/c1ccco1,-1.0,-4.2,-1.4,99.0,nt,2.4,-2.1,-0.3,2.0
Cc1cccc(N(C(=O)Cc2cccs2)C(C(=O)NC2CCCC2)c2ccsc2)c1 (stereo unspecified),0.0,1.1,nt,105.0,-5.5,-5.7,nt,nt,4.0
CCOC(=O)CN(c1ccccn1)S(=O)(=O)c1ccccc1,3.0,2.0,0.0,106.0,10.5,-0.4,-1.4,0.3,10.0
O=C(NCc1ccco1)C1CC(=O)N(CCc2ccccc2)C1 (stereo unspecified),-8.9,-2.9,0.9,102.0,14.4,1.9,-7.7,0.3,6.0
CCOc1ccc(C(CC(=O)O)NC(=O)Cc2ccc(Cl)cc2)cc1 (stereo unspecified),3.0,-8.9,1.3,105.0,31.1,1.9,-10.6,-0.3,4.0
CCOC(=O)C1=C(C)N(CCCC(=O)NCc2ccc3c(c2)OCO3)C(=O)NC1c1ccc(Br)cc1 (stereo unspecified),1.3,-3.2,-0.2,94.0,33.0,1.6,-5.2,-1.9,5.0

# The final 2 entries of the part before lead into the next.
SMILES,GPR7 antag,GalR3 antagonist,V1aR counter,MEKK2 WT-MEK5,NALP1 inh,PfM18AAP inh,OXTR potentiator,OXTR agonist,MEKK2mut PB1 HTS
CCOc1ccc(C(CC(=O)O)NC(=O)Cc2ccc(Cl)cc2)cc1 (stereo unspecified),3.0,-8.9,1.3,105.0,31.1,1.9,-10.6,-0.3,4.0
CCOC(=O)C1=C(C)N(CCCC(=O)NCc2ccc3c(c2)OCO3)C(=O)NC1c1ccc(Br)cc1 (stereo unspecified),1.3,-3.2,-0.2,94.0,33.0,1.6,-5.2,-1.9,5.0
CN1CCCC(OC(=O)COc2ccc(Br)cc2)C1 (stereo unspecified),-7.0,-5.0,0.4,102.0,-2.2,-3.2,-14.6,0.4,-1.0
COc1ccc(/C=C2\SC(=S)N(Cc3cccnc3)C2=O)cc1C,-0.9,-2.5,1.4,87.0,25.7,-5.9,-10.3,-1.4,-2.0
O=C(Nc1ccc2nc(-c3ccc(Br)o3)[nH]c2c1)c1ccco1,-7.9,0.9,1.1,104.0,-3.2,0.9,-2.3,1.0,22.0
O=C(Cn1cnc([N+](=O)[O-])n1)N/N=C/c1ccccc1O,6.6,-5.3,0.8,102.0,-9.3,9.7,-1.2,1.2,7.0
CCN(c1ccc(OC)cc1)S(=O)(=O)c1ccc(-c2ccc(=O)[nH]n2)o1,2.9,-8.1,0.4,102.0,-3.9,3.6,-8.7,-0.4,8.0
O=C(COC(=O)C1CC(O)CN1S(=O)(=O)c1ccc(Cl)cc1)c1ccccc1Cl (stereo unspecified),-7.4,-6.3,6.4,104.0,17.0,2.2,-8.9,1.0,1.0
Cc1nnc(N2C(=O)c3cccc4cccc(c34)C2=O)s1,1.3,-1.7,-0.4,92.0,-10.8,-2.5,2.1,-1.3,-11.0
CC(=O)Nc1ccc(S(=O)(=O)N2CCC(c3nc4ccc(C)cc4[nH]3)CC2)cc1,-9.9,1.7,0.2,102.0,4.7,2.1,6.2,-0.3,5.0
Cc1ccc2cccc(NC(=S)NC(=O)c3ccccc3)c2n1,-7.1,-0.7,1.0,90.0,-8.3,2.8,-13.6,-1.7,-10.0
Cc1cccc(-c2nc(CS(=O)CC(=O)NC3CCCC3)c(C)o2)c1 (stereo unspecified),-11.7,nt,nt,105.0,0.3,6.9,nt,nt,0.0

# As entered above:
# Under OXTR agonist, CCN(c1ccc(OC)cc1)S(=O)(=O)c1ccc(-c2ccc(=O)[nH]n2)o1 is listed with -0.4
# Under GPR7 antag, Cc1ccc2cccc(NC(=S)NC(=O)c3ccccc3)c2n1 is listed with -7.1
# Under V1aR counter, COc1ccc(/C=C2\SC(=S)N(Cc3cccnc3)C2=O)cc1C is listed with 1.4
# Under MEKK2 WT-MEK5, Cc1cccc(-c2nc(CS(=O)CC(=O)NC3CCCC3)c(C)o2)c1 (stereo unspecified) is listed with 105.0

# The listing continues.
SMILES,GPR7 antag,GalR3 antagonist,V1aR counter,MEKK2 WT-MEK5,NALP1 inh,PfM18AAP inh,OXTR potentiator,OXTR agonist,MEKK2mut PB1 HTS
COC(=O)CCC(=O)CN,1.1,nt,0.3,94.0,22.9,0.2,-5.3,-0.8,-4.0
CCC(=O)Nc1nc2c(c(=O)[nH]1)CCCC2,-8.5,1.4,1.8,102.0,-5.8,6.5,-13.7,1.3,3.0
CCN(C(=O)Cn1cnc2ccccc2c1=O)C1CCS(=O)(=O)C1 (stereo unspecified),nt,0.8,1.7,nt,nt,nt,4.5,-0.4,nt
Cc1ccc(CN(CC(=O)NCc2ccc3c(c2)OCO3)C(=O)c2csnn2)cc1,2.8,-1.6,0.2,107.0,17.6,2.4,-3.7,-1.4,0.0
COc1ccc(CN(C)C(=O)c2ccc3c(=O)n4c(nc3c2)CCC4)cc1,-3.8,-3.1,2.2,106.0,7.3,0.9,-11.1,0.6,2.0
COc1ccc(N2CCN(C(=S)Nc3ccccc3OC)CC2)cc1,-4.2,-4.8,0.4,110.0,-2.7,3.1,-5.4,0.6,4.0
Cc1ccc2c(c1)c1c(n2CC(O)Cn2nc(C)c(Br)c2C)CCCC1 (stereo unspecified),1.5,-2.6,-0.1,91.0,6.1,-1.3,-5.8,-0.1,-6.0
CC(Oc1ccc(Br)cc1)C(=O)NCc1ccccn1 (stereo unspecified),-8.5,0.8,0.1,116.0,-1.2,-5.0,1.5,-0.4,0.0
O=C(Nc1ccc(O)c(-c2nc3ccccc3s2)c1)C1=COCCO1,-6.1,-2.6,2.1,101.0,26.5,8.5,-8.9,1.0,2.0
CCCc1ccc(C(=O)CCC(=O)NNC(=O)c2ccncc2)cc1,-8.8,-1.8,-0.4,109.0,15.9,0.6,-7.1,-1.1,6.0

# 3 entries already listed, ordered by their value in PfM18AAP inh, ascending:
mol	GPR7 antag	GalR3 antagonist	MEKK2 WT-MEK5	NALP1 inh	PfM18AAP inh	OXTR potentiator	MEKK2mut PB1 HTS
COc1ccc(CN(C)C(=O)c2ccc3c(=O)n4c(nc3c2)CCC4)cc1	-3.8	-3.1	106.0	7.3	0.9	-11.1	2.0
COc1ccc(N2CCN(C(=S)Nc3ccccc3OC)CC2)cc1	-4.2	-4.8	110.0	-2.7	3.1	-5.4	4.0
O=C(Nc1ccc(O)c(-c2nc3ccccc3s2)c1)C1=COCCO1	-6.1	-2.6	101.0	26.5	8.5	-8.9	2.0

# (further entries)
SMILES,GPR7 antag,GalR3 antagonist,V1aR counter,MEKK2 WT-MEK5,NALP1 inh,PfM18AAP inh,OXTR potentiator,OXTR agonist,MEKK2mut PB1 HTS
CC(=O)c1ccc(N(C(=O)CNC(=O)c2ccco2)C(C(=O)NC2CCCC2)c2ccncc2)cc1 (stereo unspecified),-5.2,-1.9,0.4,102.0,-7.9,-5.6,-2.2,0.2,1.0
COc1ccccc1C(=O)N1CCN(c2cccc(Cl)c2)CC1,25.0*,2.7,2.9,97.0,8.8,-0.9,-11.4,1.7,-2.0
COc1ccc(N/C=C/C(=C(C#N)C#N)N(C)C)cc1,11.7,3.7,0.7,97.0,13.7,0.9,-4.2,0.2,-4.0
O=C(c1ccc(Cl)cc1)c1oc2ccccc2c1CS(=O)c1ccc(Cl)cc1 (stereo unspecified),-2.6,-6.3,-0.5,88.0,12.2,6.2,-6.8,-0.7,-7.0
Cc1nc2c(ccc3nc(NC(=O)Cc4cccc5ccccc45)sc32)s1,-9.7,2.9,-0.5,108.0,33.1,2.1,-7.3,-0.6,-1.0
CCCCOc1ccc(C(=O)N/C(=C/C=C/c2ccccc2)C(=O)NCCCO)cc1,-3.1,1.9,0.9,91.0,14.7,3.5,3.2,0.3,-2.0
CSc1ncccc1C(=O)NCc1ccccc1Cl,-4.0,-5.5,0.3,103.0,8.5,-6.3,-17.4,-0.5,8.0
COc1ccc(C(O)(C(C)C)C(CN2CCOCC2)c2ccccc2)cc1 (stereo unspecified),-17.9,-11.9,nt,111.0,5.5,1.5,nt,nt,5.0
Cc1cnc(C(=O)Nc2nnc(C3CC3)s2)cn1,-17.7,-2.0,0.2,106.0,14.3,3.0,-2.5,0.1,1.0
COc1ccc(Cl)cc1NC(=O)COC(=O)CCCN1C(=O)c2ccccc2C1=O,0.4,-4.1,0.1,113.0,20.4,-6.3,-2.0,1.4,20.0
Cc1ccc(S(=O)(=O)NCc2ccccc2)cc1C(=O)N1CC(C)CC(C)C1 (stereo unspecified),nt,-4.8,-1.2,nt,nt,nt,-3.2,-1.4,nt
Cc1ccc(S(=O)(=O)N(C)CC(=O)NCCCc2ccccc2)cc1,-7.0,6.5,-0.4,105.0,22.9,-0.7,3.8,-0.4,2.0
COc1ccc(CCNC(=O)[C@@H](NC(=O)N2CCn3c2nc2ccccc23)C(C)C)cc1OC,-7.8,-5.6,-0.8,99.0,26.2,3.0,-0.8,-1.9,-7.0
O=C(CN1CCN(CC(=O)Nc2ccccc2F)CC1)Nc1cccc(F)c1,-0.5,-10.9,nt,95.0,18.1,4.4,nt,nt,-1.0
O=C(NCc1ccccc1)c1cccc(S(=O)(=O)NCc2ccccc2)c1,6.2,-5.1,4.0,98.0,8.3,1.8,-10.5,0.3,-2.0
Cc1ccc(NC(=O)Cn2cnc3cc([N+](=O)[O-])ccc3c2=O)cc1,-8.0,2.0,-0.8,102.0,36.9*,-1.1,-4.4,0.1,2.0
COc1cc(OC)c(NS(=O)(=O)c2cc3[nH]c(=O)c(=O)[nH]c3cc2C)cc1Cl,-4.3,-2.4,-0.3,100.0,-4.3,7.6,-17.8,-1.3,-4.0
CCS(=O)(=O)N1CCC(C(=O)NCCCOC)CC1,-7.8,3.4,0.0,96.0,-14.4,-16.4,-1.8,1.1,-4.0
CCOc1ccc(NC2c3ccccc3C(=O)N2Cc2ccco2)cc1 (stereo unspecified),-12.2,nt,3.9,100.0,30.4,5.5,-7.3,-1.0,6.0
COc1ccccc1NS(=O)(=O)c1ccc(C)c(C(=O)NCCCN2CCCC2=O)c1,nt,-0.7,0.7,nt,nt,nt,2.2,0.7,nt
C=CCOCC(O)CS(=O)(=O)Cc1ccc(Cl)cc1 (stereo unspecified),8.4,-5.6,0.6,100.0,3.0,12.8,-6.8,-0.4,9.0
Cn1nc(C(F)(F)F)c(C(=O)Nc2cccc(C(F)(F)F)c2)c1SCc1ccc(Cl)cc1,9.1,-1.9,11.9,137.0,4.7,5.3,-15.8,3.2,22.0
CCOC(=O)c1c(NC(=O)Cn2nc(C(=O)O)c3ccccc3c2=O)sc(CC)c1C,-6.8,-4.8,0.8,100.0,12.5,3.6,-10.5,-0.9,2.0
COc1ccc(N2CCN(C(=O)NC3CCCCC3)CC2)cc1,-0.6,-0.8,2.5,99.0,-93.3,2.5,-4.7,1.1,-2.0
